15-hLO-2 inh = inhibitors of human 15-lipoxygenase 2 (ALOX15B) | O15296 | purified 15hLO-2, xylenol orange hydroperoxide absorbance | Potency, µM (highest dose often 57.1 µM), for the others: top-dose activity change, negative = inhibition, hits mostly inhibitors | 110,000 compounds, 0.56% hits; also: potency is read from the fitted curve at half-maximal effect; nearly all actives have a fitted effect of over 60% in size; many of its hits are not listed in these tables
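Read-out: hydroperoxide product oxidises ferrous iron, measured as xylenol orange complex via the 573-to-405 nm absorbance ratio after 30 min. Reaction: 50 nM enzyme, 15 min compound preincubation, 45 uM arachidonic acid, 90 min RT, Hepes pH 7.5 with Triton X-100.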
ALOX12 inhib = inhibitors of human 12-lipoxygenase (ALOX12); Potency, µM (top dose mostly 57.1 µM), for the others: top-dose activity change, negative = inhibition, most hits filed as inhibitors; P18054; 150,000 compounds, 0.12% hits; purified 12-hLO, xylenol orange hydroperoxide absorbance; AID 1452; also: potency is read from the fitted curve at half-maximal effect; nearly all actives have a fitted effect of over 55% in size; many of its hits are not listed in these tables
Target sequence (P18054 whole entry, looked up): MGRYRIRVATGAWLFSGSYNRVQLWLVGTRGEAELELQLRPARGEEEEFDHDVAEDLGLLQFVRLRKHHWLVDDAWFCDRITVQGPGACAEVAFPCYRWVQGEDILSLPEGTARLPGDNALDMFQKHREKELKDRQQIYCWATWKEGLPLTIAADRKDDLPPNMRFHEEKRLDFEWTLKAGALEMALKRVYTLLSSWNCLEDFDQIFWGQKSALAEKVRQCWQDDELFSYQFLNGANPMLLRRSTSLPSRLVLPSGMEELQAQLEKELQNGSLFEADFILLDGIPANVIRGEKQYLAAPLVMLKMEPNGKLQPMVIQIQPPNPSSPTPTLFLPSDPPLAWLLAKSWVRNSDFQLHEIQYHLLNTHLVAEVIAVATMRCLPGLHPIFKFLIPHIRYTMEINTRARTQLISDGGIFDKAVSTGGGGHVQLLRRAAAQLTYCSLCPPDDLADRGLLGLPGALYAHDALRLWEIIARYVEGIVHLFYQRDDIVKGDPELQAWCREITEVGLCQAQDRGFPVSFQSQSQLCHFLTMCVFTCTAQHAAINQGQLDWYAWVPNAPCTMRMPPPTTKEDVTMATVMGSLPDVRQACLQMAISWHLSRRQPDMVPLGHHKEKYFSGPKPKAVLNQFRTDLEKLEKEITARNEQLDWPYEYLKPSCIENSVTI
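Hydroperoxide output read as Fe(III)-xylenol orange absorbance, 573-to-405 nm ratio, after 30 min reaction with 40 uM arachidonic acid. Enzyme: 150 nM purified human 12hLO, 15 min compound preincubation; 25 mM Hepes pH 7.0, room temperature.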
IMPase cell inh = membrane-permeable compound that blocks inositol monophosphatase. P97697. CHO-M1 cells, IP1 accumulation, HTRF TR-FRET ratio. inhibition (IP1 accumulation), % at 46.1 µM. 120,000 tested, under 10 active; active = well fitted curve in the direction sought with a large enough effect in the signal ratio, not every such curve was filed as active; inconclusive = small, poorly fitted or top-dose-only effect, or a change in a side signal; inactive = no such curve, though single readings can be large or run the other way; the % refers to the signal ratio;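 also: cells stimulated with carbachol in lithium chloride buffer; plate controls were DMSO basal wells for no effect and reference inhibitor wells for full effect; higher means more IMPase inhibition seen as more IP1 and lower FRET ratio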
Target sequence (P97697 whole entry, looked up): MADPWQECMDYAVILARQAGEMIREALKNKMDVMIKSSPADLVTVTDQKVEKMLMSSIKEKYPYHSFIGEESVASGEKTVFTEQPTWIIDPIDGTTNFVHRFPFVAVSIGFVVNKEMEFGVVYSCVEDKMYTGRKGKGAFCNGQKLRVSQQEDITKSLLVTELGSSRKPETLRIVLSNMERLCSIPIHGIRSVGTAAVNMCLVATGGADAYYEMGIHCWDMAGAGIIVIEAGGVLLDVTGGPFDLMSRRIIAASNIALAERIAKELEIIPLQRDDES
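Carbachol-driven Gq signalling in CHO-M1 cells (2000/well) generates IP1. Compounds that block IMPase raise IP1 and so reduce the FRET signal from Eu-anti-IP1 and d2-IP1 after a 10 min room-temperature lysis.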
PNC inhibitor = blocks assembly of the perinucleolar compartment; PC3M PTB-GFP, PNC prevalence imaging, 16 h; active compounds read low; activity change (PNC), negative = inhibition, % at 10 µM; AID 2417; 140,000 compounds, 3.1% hits;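 active = readout at or below -70, meaning at least 70% loss of cells showing the perinucleolar compartment, a nuclear body marking cancer cells; inconclusive = readout between -30 and a set limit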;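 also: plate controls were DMSO wells for no effect and camptothecin positive control wells for full effect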
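Compounds are pinned in duplicate onto adhered PC3M cells stably expressing GFP-tagged PTB and incubated 16 h at 37 C. Cells are then fixed, nuclei stained with Hoechst, and PNC-positive cells counted.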
Starred values were filed as active, the others as inactive; ? = inconclusive; nt = no result given; [ ] = dose if it differs, or a comment. Unless noted, calls follow the shape of the dose curve; as a rule, active = well fitted curve in the direction sought with a large enough effect; inconclusive = small, poorly fitted or top-dose-only effect, or another doubt; inactive = no such curve, though single readings can be large; an effect the other way counts as inactive or inconclusive. Unless noted, % is scaled to controls: 0 for no effect and ±100 for the full control effect.

1: c1ccc(-c2noc(-c3ccc4c(c3)OCO4)n2)nc1
2: COc1cc(-c2nc(-c3ccc(-c4ccccc4)nc3OC)no2)cc(OC)c1OC
3: CCc1ccccc1NC(=O)c1cc(C2CC2)on1
4: CCCCC(=O)Nc1cc(C(=O)NCCc2ccccc2)ccc1Cl
5: Cc1nc(CS(=O)(=O)c2ccc(Cl)cc2)cc(Sc2ccc(Cl)cc2)n1
Assay by compound	1	2	3	4	5
15-hLO-2 inh	4%[11.4 µM]	8%	-9%	8%	7%[11.4 µM]
ALOX12 inhib	4%	-3%	-1%	4%	-1%
IMPase cell inh	2[1.84 µM]	-8	7	9	-2[1.84 µM]
PNC inhibitor	3	37	38	48	23

6: COc1ccc(NC(=O)CSc2ccc(C)cc2)cc1
7: CC1CCCCC1NC(=O)C1CC=CCC1C(=O)O (stereo unspecified)
8: COc1cc(C)c(-c2[nH]ncc2-c2csc(C)n2)c(O)c1
9: CCC(=O)N1CCCc2cc(S(=O)(=O)N3CCCc4ccccc43)ccc21
10: CCC(=O)Nc1nnc(SCCN2CCOCC2)s1
Assay by compound	6	7	8	9	10
15-hLO-2 inh	nt	nt	nt	-6%	nt
ALOX12 inhib	-6%	0%	1%	1%	5%
IMPase cell inh	nt	nt	nt	7	4
PNC inhibitor	?	28	?	2	-6

11: CCOC(=S)SCC(=O)N1CCc2ccccc2C1C1C(=O)CC(C)(C)CC1=O (stereo unspecified)
12: O=C(NCC(=O)N(Cc1cccs1)C(C(=O)NC1CCCC1)c1cccnc1)c1ccco1 (stereo unspecified)
13: CN1CCCC2(CCN(C(=O)c3cnccn3)CC2)C1
14: CCCCc1nn(-c2cc(Cl)ccc2OC)c2c1C(=O)CC(C)(C)C2
15: CCCOc1ccccc1NC(=O)CC1Nc2ccccc2NC1=O (stereo unspecified)
Assay by compound	11	12	13	14	15
15-hLO-2 inh	nt	nt	18%	-1%	nt
ALOX12 inhib	2%	8%	4%	-1%	-10%
IMPase cell inh	-4	0	nt	12	nt
PNC inhibitor	?	28	nt	?	-11

16: COc1ccc(/C=N/NC(=O)c2cccc(COCC(F)(F)C(F)F)c2)cc1
17: O=C(NCCc1ccccc1)c1cnc2ccccn2c1=O
18: C[C@]12CC[C@H]3c4ccc(O)cc4CC[C@@H]3[C@H]1CC[C@@H]2OP(=O)(O)O
19: NC(=O)c1ncn(C2OC(CO)C(O)C2O)n1 (stereo unspecified)
20: Cc1cc(NC(=O)CCCC(=O)N(CC(=O)NCCc2ccccc2)Cc2ccc(F)cc2)no1
Assay by compound	16	17	18	19	20
15-hLO-2 inh	nt	5%	-4%[11.4 µM]	14%	5%
ALOX12 inhib	1%	-2%	-2%[11.4 µM]	2%	-5%
IMPase cell inh	nt	-1	nt	nt	7
PNC inhibitor	36	7	nt	nt	22

21: O=C(Nc1ccc(S(=O)(=O)N2CCOCC2)cc1)c1ccc(Br)o1
22: CCCc1nnc(NC(=O)CNc2ccc(F)cc2)s1
23: CCOc1ccc(N(CC(=O)NC2CCCCC2)S(=O)(=O)c2c(C)noc2C)cc1
24: O=C(C1CCCO1)N1CCN(Cc2c(O)ccc3ccccc23)CC1 (stereo unspecified)
25: O=S(=O)(NC1CC1)c1ccc(S(=O)(=O)N(Cc2ccccn2)C2CCCC2)cc1
Assay by compound	21	22	23	24	25
15-hLO-2 inh	-4%	-6%	nt	-13%	1%
ALOX12 inhib	0%	4%	2%	?	-11%
IMPase cell inh	-6	2	-10	-3	4
PNC inhibitor	-26	24	-5	16	1

26: CCCCCCNC(=O)CC(NS(=O)(=O)c1ccc(OC)cc1)C(C)C (stereo unspecified)
27: COc1cccc(C(=O)N2CCN(S(=O)(=O)Cc3ccccc3)CC2)c1OC
28: O=C(Cc1cn2ccsc2n1)Nc1nc2c(s1)CN(Cc1ccccc1)CC2
29: O=C(N/C(=C\c1cccs1)C(=O)N1CCCCCC1)c1ccccc1
30: COc1cccc(-c2nnn(CC(=O)NC3CCCC3)n2)c1OC
Assay by compound	26	27	28	29	30
15-hLO-2 inh	nt	nt	44%[activator]	4%	-4%
ALOX12 inhib	-3%	-4%	12%	0%	-1%
IMPase cell inh	nt	7	0	13	-1
PNC inhibitor	68	10	2	53	-11

31: CC(C)(C)NC(=O)NC(=O)COc1ccc(Br)cc1Br
32: CCCn1c(SCC(=O)Nc2ccc3c(c2)OCO3)nc2c1c(=O)n(C)c(=O)n2C
33: CCCNC(=O)NS(=O)(=O)c1ccc(Cl)cc1
34: NC(=O)c1cc(-c2ccccc2)sc1NC(=O)CN1CCCCC1
35: N/C(=N\OC(=O)COc1ccc(Br)cc1Cl)c1cccnc1
Assay by compound	31	32	33	34	35
15-hLO-2 inh	nt	-6%	-10%	nt	nt
ALOX12 inhib	-4%	-6%	-2%	-1%	4%
IMPase cell inh	nt	8	0	-6	nt
PNC inhibitor	52	26	20	-26	-24

36: COc1ccc(OC)c(Nc2cc(C)nc3nc(C)nn23)c1
37: CCN(CC)CCCC(C)n1c(-c2ccccc2)nc2c(NCCO)nc(C)nc21 (stereo unspecified)
38: O=C(Cc1ccc(F)cc1)NC1CCCC1
39: Cc1ccccc1N1CCN(CCCOc2ccc3c(C)cc(=O)oc3c2)CC1
40: Cc1cc(C)c(NC(=O)COC(=O)c2ccc([N+](=O)[O-])s2)c(C)c1
Assay by compound	36	37	38	39	40
15-hLO-2 inh	4%	18%	11%	nt	nt
ALOX12 inhib	0%	-1%	-2%	-5%	-1%
IMPase cell inh	-6	nt	-2	?	nt
PNC inhibitor	7	nt	?	-23	-28

41: CCn1cc(C(=O)NCc2ccc3c(c2)OCO3)c(=O)c2cc(F)c(N3CCN(C(=O)c4ccco4)CC3)cc21
42: C=CCSC1=C(C#N)C(c2cccc(OC)c2)CC(=O)N1 (stereo unspecified)
43: CCOC(=O)c1c(C)[nH]c(C2=NNC(=Nc3ccccc3)SC2)c1C
44: Cc1cccc(OCCOCCN2CCNCC2)c1C
45: COc1cc2c(cc1OC)C(C1C(=O)CC(C)(C)CC1=O)N(C(=O)CCl)CC2 (stereo unspecified)
Assay by compound	41	42	43	44	45
15-hLO-2 inh	-9%	-6%	nt	nt	nt
ALOX12 inhib	4%	-11%	-19%	1%	4%
IMPase cell inh	8	5	7	nt	nt
PNC inhibitor	-13	?	86	21	-80*

46: C=CCOC(=O)C1C(=O)CC(C)(O)C(C(=O)OCC=C)C1c1ccc(OC)cc1 (stereo unspecified)
47: COc1ccc(N(CC(O)Cn2cnc3ccccc32)S(=O)(=O)c2ccc(C)cc2)cc1 (stereo unspecified)
48: Cc1cccc(C(=O)Nc2nnc(-c3ccc(C(C)(C)C)cc3)s2)c1
49: CCOC(=O)Cc1c(C)nc2cc(C)nn2c1C
50: COc1cccc(-c2ccc(C#N)c(SCC(=O)NCCc3cccc(Cl)c3)n2)c1
Assay by compound	46	47	48	49	50
15-hLO-2 inh	2%	nt	-7%	nt	nt
ALOX12 inhib	2%	-2%	1%	5%	3%
IMPase cell inh	5	nt	3	-3	-20
PNC inhibitor	?	-15	10	-17	68

51: Cc1cc(S(=O)(=O)NCc2cccnc2)ccc1-n1cnnn1
52: Cc1cc(N2CCN(C(=O)c3ccco3)CC2)nc(-c2ccccc2)n1
53: COc1ccc(C(=O)N2CCC3(CC2)CN(CC(C)C)C3)cc1
54: COc1ccccc1C1C(C(N)=O)=C(C)Nc2nc(-c3ccc(Cl)cc3)nn21 (stereo unspecified)
55: Cc1onc(-c2ccccc2Cl)c1C(=O)NCc1cccnc1
Assay by compound	51	52	53	54	55
15-hLO-2 inh	-3%	6%	9%	2%	5%
ALOX12 inhib	1%	-6%	1%	-5%	-2%
IMPase cell inh	-13	5	nt	1	-5
PNC inhibitor	24	?	nt	-28	27

56: CCCCS(=O)(=O)Nc1ccc(C(=O)NCC2CCCO2)cc1 (stereo unspecified)
57: Cc1c(C2=CCN(S(=O)(=O)c3ccc(Cl)cc3)CC2)c2ccccc2n1C
58: C[N+]1(CCOc2ccc([N+](=O)[O-])cc2)CCOCC1
59: O=C(c1ccncc1)N1C2C=CC(C2)C1(C(F)(F)F)C(F)(F)F (stereo unspecified)
60: CN1CCN(C(=S)NC(=O)/C=C/c2cccc3ccccc23)CC1
Assay by compound	56	57	58	59	60
15-hLO-2 inh	-1%	nt	-8%	-20%[11.4 µM]	5%
ALOX12 inhib	4%	0%	0%	9%	-5%
IMPase cell inh	-1	nt	8	-3[1.84 µM]	-7
PNC inhibitor	13	31	5	19	-3

61: CCOC(=O)NC(=O)COC(=O)Cc1cc(OC)c(OC)c(OC)c1
62: C1CCN(c2nc3nonc3nc2N2CCCCC2)CC1
63: Cc1cc(N(CN2CCCC2=O)C(=O)c2ccc(F)cc2)no1
64: CCOC(=O)C1CCN(C(c2cccnc2)c2c(NC(=O)c3ccco3)sc(C)c2C)CC1 (stereo unspecified)
65: COc1ccc(S(=O)(=O)NCc2ccc3c(c2)OCO3)cc1C
Assay by compound	61	62	63	64	65
15-hLO-2 inh	9%	0%	1%	66%[activator]	-3%
ALOX12 inhib	-1%	-1%	-4%	-10%	-4%
IMPase cell inh	7	12	1	6	0
PNC inhibitor	13	?	43	?	13

Results in sequence from the entries so far.
Nos. 61–65 in ALOX12 inhib, in turn: -1%, -1%, -4%, -10%, -4%
Nos. 61–65 in IMPase cell inh, in turn: 7, 12, 1, 6, 0
Nos. 61–65 in PNC inhibitor, in turn: 13, ?, 43, ?, 13

The listing continues.
66: Cc1cc(C)cc(C(=O)N(NC(=O)Nc2ccc(Cl)cc2)C(C)(C)C)c1
67: CC(C)=CC(=O)Nc1nnc(C(C)C)s1
68: Nc1ccccc1S(=O)(=O)NC1=NCCCCC1
69: CCN(CC#CCC(O)(c1ccccc1)c1ccccc1)C(C)C
70: Cc1c(-c2ccco2)[n+](=O)c2c(n1[O-])CCCCC2
Assay by compound	66	67	68	69	70
15-hLO-2 inh	3%	-5%	nt	nt	3%
ALOX12 inhib	-1%	8%	-6%	-1%	7%
IMPase cell inh	6	3	nt	nt	6
PNC inhibitor	15	80	11	-13	?

4 of the compounds above, field by field:
#42 C=CCSC1=C(C#N)C(c2cccc(OC)c2)CC(=O)N1 (stereo unspecified)
  15-hLO-2 inh: -6%
  ALOX12 inhib: -11%
  IMPase cell inh: 5
  PNC inhibitor: ?

#43 CCOC(=O)c1c(C)[nH]c(C2=NNC(=Nc3ccccc3)SC2)c1C
  15-hLO-2 inh: nt
  ALOX12 inhib: -19%
  IMPase cell inh: 7
  PNC inhibitor: 86

#44 Cc1cccc(OCCOCCN2CCNCC2)c1C
  15-hLO-2 inh: nt
  ALOX12 inhib: 1%
  IMPase cell inh: nt
  PNC inhibitor: 21

#45 COc1cc2c(cc1OC)C(C1C(=O)CC(C)(C)CC1=O)N(C(=O)CCl)CC2 (stereo unspecified)
  15-hLO-2 inh: nt
  ALOX12 inhib: 4%
  IMPase cell inh: nt
  PNC inhibitor: -80*

Continuation:
71: O=C1NC(c2ccccc2)=NC1(Nc1ccccn1)C(F)(F)F (stereo unspecified)
72: CCC(=O)NC(Nc1nc(C)cs1)(C(=O)OC)C(F)(F)F (stereo unspecified)
73: CN1CCC2(CC1)N=C(c1ccc(F)cc1)C(=S)N2C(=O)c1ccccc1
74: O=C(C1CC1)N1CCc2cc(Br)cc(S(=O)(=O)NC3CCCCC3)c21
75: CN(CC(=O)O)Cc1nc2ccccc2[nH]1
76: CCCCn1c(CCC(=O)O)ccc1-c1cccs1
Assay by compound	71	72	73	74	75	76
15-hLO-2 inh	nt	nt	nt	-2%	25%	-21%
ALOX12 inhib	0%	0%	1%	0%	3%	-10%
IMPase cell inh	nt	nt	11	7	0	-3
PNC inhibitor	23	?	57	24	?	-5

Source: PubChem
